# 14-3-3g Raf: modulators of human 14-3-3 gamma - Raf peptide interaction. P61981. FP, 14-3-3gamma / TMR-pS259-Raf peptide binding. inhibition, % at 40 µM. 160,000 compounds, 0.19% hits. AID 422; in the data active means inhibition above about 30%;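 further: 0% = protein plus tracer without compound and 100% = blank with tracer alone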
# Target sequence (P61981 whole entry, looked up): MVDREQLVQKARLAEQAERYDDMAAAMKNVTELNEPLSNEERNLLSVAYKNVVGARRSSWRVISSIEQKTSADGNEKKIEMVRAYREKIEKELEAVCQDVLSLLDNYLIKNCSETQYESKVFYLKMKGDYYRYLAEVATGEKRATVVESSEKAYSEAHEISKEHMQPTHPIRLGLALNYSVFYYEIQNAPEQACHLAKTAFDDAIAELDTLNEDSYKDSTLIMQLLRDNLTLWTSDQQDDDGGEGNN
# * = called active by the depositor; & = joins results of further samples. Some of the compounds tested. The share of hits here may be higher or lower than overall.
smiles | 14-3-3g Raf
Cc1ccc(N/C=c2\c(C)c(C#N)c3nc4ccccc4n3c2=O)cc1Cl | -42
CC1CCCC(NC(=O)Cn2nc(-c3ccccc3)ccc2=O)C1C (stereo unspecified) | -6
CC(=O)N1CCc2cc(S(=O)(=O)NC(C(=O)NCc3ccccc3)C(C)C)ccc21 (stereo unspecified) | 5
COc1ccc(C(=O)COC(=O)C(C(C)C)N2C(=O)C3C4CCC(C4)C3C2=O)cc1 (stereo unspecified) | -2
CC(=O)Nc1ccc(S(=O)(=O)NC(CC(=O)N2CCOCC2)C(C)C)cc1 (stereo unspecified) | -14
O=C(Oc1ccc2c(=O)c(-c3ccccc3Cl)coc2c1)c1ccc(F)cc1 | -6
CC1(C)CC(=O)C2=C(C1)Nc1nc(SCCN3CCOCC3)[nH]c(=O)c1C2c1ccc(Br)cc1 (stereo unspecified) | 5
O=C1C2=C(Nc3[nH]c(=O)[nH]c(=O)c3C2c2ccc(F)cc2)c2ccccc21 (stereo unspecified) | -15
NC(=O)c1ccccc1 | -5
CCOC(=O)c1ccc(N2C(=O)C3ON(c4ccccc4)C(c4ccco4)C3C2=O)cc1 (stereo unspecified) | -2
COc1ccccc1Cn1c(-c2ccco2)nc2nc3ccccc3nc21 | -48
O=C(Nc1c(-c2ccccc2)nc2ccc(Cl)cn12)c1ccc(Cl)cc1 | 0
COc1ccc(S(=O)(=O)C(C#N)c2nc3ccccc3nc2N2CCCC(C)C2)cc1 (stereo unspecified) | -8
O=C(Nc1ccccc1-c1ccccc1)c1ccco1 | 3
O=C(OCCN1C(=O)c2cccc3c(N4CCOCC4)ccc(c23)C1=O)c1ccccc1[N+](=O)[O-] | -15
O=C(Nc1cccc(-c2csc(Nc3ccc([N+](=O)[O-])cc3)n2)c1)c1ccccc1 | -93
CCN(CC)c1cc(C)c2cc(NC(=O)c3cc(-c4ccco4)nc4ccccc34)ccc2n1 | -29
CCN(CC)c1ccc(NC(=O)COc2ccc(C)cc2)cc1 | 5
CCCCn1c(SCC(=O)OCC)nnc1-c1ccoc1C | -2
COc1ccc(Nc2nc(-c3sc(N)nc3C)cs2)cc1 | -1

# Given with each value named: 4 of the compounds above
O=C(Nc1c(-c2ccccc2)nc2ccc(Cl)cn12)c1ccc(Cl)cc1
- 14-3-3g Raf: 0

COc1ccc(S(=O)(=O)C(C#N)c2nc3ccccc3nc2N2CCCC(C)C2)cc1 (stereo unspecified)
- 14-3-3g Raf: -8

O=C(Nc1ccccc1-c1ccccc1)c1ccco1
- 14-3-3g Raf: 3

O=C(OCCN1C(=O)c2cccc3c(N4CCOCC4)ccc(c23)C1=O)c1ccccc1[N+](=O)[O-]
- 14-3-3g Raf: -15

# The list continues:
smiles | 14-3-3g Raf
O=C(c1ccc(S(=O)(=O)Cc2cccc(F)c2)c([N+](=O)[O-])c1)N1CCC(Cc2ccccc2)CC1 | -5
COc1ccc(OC)c(NC(=O)CSc2nc(C)cs2)c1 | 2
O=C1N2CCCc3cccc(c32)C12Nc1ccccc1S2 (stereo unspecified) | -1
N#CC(=C(\N)Sc1ccccc1N)/C(C#N)=C(/N)Sc1ccccc1N | 10
COCCNC(=O)C1CCC(=O)N1Cc1ccccc1Cl (stereo unspecified) | -7
CCOCCCNC(=O)c1ccc2c(c1)ncn2-c1cc(C)ccc1OC | -3
CC(=O)C1C(c2ccc(C(F)(F)F)cc2)NC(=O)NC1(O)C(F)(F)F (stereo unspecified) | -8
COCc1cc(C)nc2sc3c(=O)[nH]c(-c4ccccc4O)nc3c12 | -10
COc1cc(C(=O)Nc2ccc(C(N)=O)cc2)c([N+](=O)[O-])cc1OC | -2
COc1ccc(C(=O)Nc2ccccc2)cc1S(=O)(=O)NCc1ccccc1 | -9

# Exported with values ahead of the structure: part of the list above.
14-3-3g Raf	structure
-8	COc1ccc(S(=O)(=O)C(C#N)c2nc3ccccc3nc2N2CCCC(C)C2)cc1 (stereo unspecified)
3	O=C(Nc1ccccc1-c1ccccc1)c1ccco1
-15	O=C(OCCN1C(=O)c2cccc3c(N4CCOCC4)ccc(c23)C1=O)c1ccccc1[N+](=O)[O-]
-93	O=C(Nc1cccc(-c2csc(Nc3ccc([N+](=O)[O-])cc3)n2)c1)c1ccccc1
-29	CCN(CC)c1cc(C)c2cc(NC(=O)c3cc(-c4ccco4)nc4ccccc34)ccc2n1
5	CCN(CC)c1ccc(NC(=O)COc2ccc(C)cc2)cc1
-2	CCCCn1c(SCC(=O)OCC)nnc1-c1ccoc1C

# (more compounds)
smiles | 14-3-3g Raf
CC(C)(C)C(=O)CN1CCN(c2ccc(F)cc2)CC1 | -4
Cc1cc(C)cc(NC(=O)N2CCC(c3nc4ccccc4o3)CC2)c1 | -6
CCOc1cc(C2Nc3ccccc3C(=O)N2c2ccccc2)ccc1O (stereo unspecified) | -10&-13
Cc1ccc(-n2cc(-c3ccc4c(c3)OCO4)[nH]c2=S)cc1 | -58
COc1ccccc1Oc1ccc(S(=O)(=O)NCc2ccccn2)cc1 | -3
Cc1ccc(C)c(NC(=O)CCN2CCc3ccccc3C2)c1 | 0
CSc1nc2ccc3nc(NC(=O)CN4C(=O)c5ccccc5C4=O)sc3c2s1 | 2
O=C(CN1CCN(Cc2cccc(Cl)c2)C1=O)NCc1ccccc1Cl | 0
COc1cc(OC)c(NC(=O)Cc2c(C(=O)O)[nH]c3ccc(Cl)cc23)cc1Cl | -2
Cc1cc(NC(=O)CCC(=O)N(c2ccccc2)C(C(=O)NC2CCCC2)c2ccncc2)no1 (stereo unspecified) | -10
O=C(CCCn1c(=O)[nH]c2ccc(Br)cc2c1=O)NCc1ccccc1 | -9
Cn1c(SCC(=O)OC2CCCCC2)nnc1-c1ccc2c(c1)OCO2 | -1
Cc1cccc(C)c1OCc1nnc2c3cnn(C)c3ncn12 | -5
Cc1cccc(Nc2nc(-c3ccc([N+](=O)[O-])cc3)nc3ccccc23)c1C | 0
c1ccc2c(c1)CCN(Cc1nnnn1Cc1ccc3c(c1)OCO3)C2 | 1
COc1cccc(NC2SC(=O)N(c3ccccc3)C2=O)c1 (stereo unspecified) | 3
COC(=O)c1ccccc1NC(=O)Cn1c(=O)n(-c2cccc(C(F)(F)F)c2)c(=O)c2c(C)c(C)sc21 | -7
O=[N+]([O-])c1cccc(Cl)c1N1CCN(S(=O)(=O)c2cccc3nsnc23)CC1 | -3
Cc1nn(C)cc1NC(=O)CCSc1nc(-c2ccco2)cc(C(F)(F)F)n1 | 6
O=S(=O)(NCCCN1CCN(Cc2ccccc2)CC1)c1ccc2nc(-c3ccccc3)[nH]c2c1 | -14
CCOc1ccc(Cl)cc1-c1nc2sc3c(c2c(=O)[nH]1)CCCC3 | -60
CCOCCOC(=O)C1=C(C)NC2=C(C(=O)CC(c3cccs3)C2)C1c1ccc([N+](=O)[O-])cc1 (stereo unspecified) | -11
CCOc1ccccc1NC(=O)CSc1nnc(-c2ccccc2Cl)n1Cc1ccco1 | -2
O=C(Nc1ccc2c(c1)OCCO2)C1CCN(S(=O)(=O)c2ccc(Br)s2)CC1 | -1&-16
CCOC(=O)C1=C(C)NC(=O)CC1c1ccccc1 (stereo unspecified) | -4
CN(C(=O)COc1cccc(Br)c1)C1CCS(=O)(=O)C1 (stereo unspecified) | -3&10
COc1ccc(NC(=O)CSc2nc3ccc(NC(=O)C4CCCCC4)cc3s2)cc1 | -16
Cc1ccc2nc(NC3=NCN(C4CCCCC4)CN3)nc(C)c2c1 | -3
CCCCOc1ncnc2c1[nH]c1ccccc12 | -13
CCCCC(=O)Nc1nn(CCC)c2nc3ccccc3cc12 | -9
Cc1c(-c2ccccc2)[n+](=O)c2c(n1[O-])CCC2 | 1
CC1=C(C(=O)OC2CCCC2)C(c2cccc(Cl)c2)C2=C(CC(C)(C)CC2=O)N1 (stereo unspecified) | -1
CCOC(=O)C1CCN(S(=O)(=O)c2ccc3[nH]c(=O)oc3c2)CC1 | -3
Nc1nc(SCCCC(=O)NCCO)nc2sc3c(c12)CCCC3 | -1
COc1ccccc1-n1cc(-c2ccc(C)cc2)nc1S(=O)(=O)CC(=O)Nc1ccc(C)cc1 | -16
Cc1noc(C)c1S(=O)(=O)N1CCCC(C(=O)Nc2ccc(Cl)cn2)C1 (stereo unspecified) | -4
CCN(CC)S(=O)(=O)c1ccc2[nH]c(=O)[nH]c2c1 | -1
Cc1cccc(N2C(=O)CC(N(C(=O)c3ccco3)c3cccc(C)c3)C2=O)c1 (stereo unspecified) | -5
CS(=O)(=O)Nc1ccc(C(=O)NCCSCc2ccco2)cc1 | 1
Cc1c(C)c2ccc(OC3CCCCC3=O)cc2oc1=O (stereo unspecified) | -1
O=C(c1ccc2c(=O)n(Cc3ccco3)c(=S)[nH]c2c1)N1CCC(Cc2ccccc2)CC1 | -261
O=C(c1ccc(N2CCCC2=O)cc1)N1CCCC1 | -2
O=C(CSc1nnc(-c2ccc3c(c2)OCCO3)o1)Nc1nc(-c2ccccc2)cs1 | -7
Cn1c(=O)[nH]c(=O)c2[nH]c(N(Cc3ccccc3)Cc3ccccc3)nc21 | -1
Cn1c(C(=O)NCCC2=CCCCC2)cc2c(=O)n3ccccc3nc21 | -10
O=[n+]1c2c(n([O-])c3cc(F)ccc31)CCCC2 | -7
COc1ccc(CSc2cccc3cccnc23)cc1[N+](=O)[O-] | -9
CCOC(=O)c1c(C)[nH]c(/C(C)=N/O)c1C | -2
Cc1ccc2oc(-c3ccc(NC(=O)c4ccc(Cl)c([N+](=O)[O-])c4)cc3)nc2c1 | -44
Cc1ccc(OCCn2c(=O)cnc3ccccc32)cc1 | -3

# Following part.
smiles | 14-3-3g Raf
O=S(=O)(N1CCCCC1)n1c(Cc2ccccc2)nc2ccccc21 | 8
CCOc1ccc(-n2cc(C(=O)N(C)Cc3ccccc3)c3cc(OC)c(OC)cc3c2=O)cc1 | 0
CCOC(=O)c1[nH]c2ccccc2c1NC(=O)Cc1cccs1 | 1
Cc1ccc(NC(=O)CSc2nc3nc(C)c(Cc4ccc(Cl)cc4)c(C)n3n2)cc1 | -13
CCS(=O)(=O)N1N=C(c2ccc(NS(C)(=O)=O)cc2)CC1c1ccco1 (stereo unspecified) | 10
CCN1C(=O)c2cccc3c(NC(=O)c4ccc(S(=O)(=O)N5CCC(C)CC5)cc4)ccc1c23 | -12
CC(C)c1ccc(C2C3=C(CCCC3=O)Nc3nc(SCc4ccc([N+](=O)[O-])cc4)[nH]c(=O)c32)cc1 (stereo unspecified) | -17
Cc1ccc(C2CC(=O)C3=C(C2)Nc2ccccc2NC3c2cccc(Cl)c2)cc1 (stereo unspecified) | -3
CCOc1ccccc1N1CC(C(=O)Nc2ccc(C(=O)O)cc2)CC1=O (stereo unspecified) | -2
Cc1ccc(NS(=O)(=O)c2cccc3c2C(=O)c2ccccc2C3=O)cc1 | -2
CCN(CC)c1ccc(NS(=O)(=O)c2ccc(NC(C)=O)cc2)cc1 | -26
COC(=O)c1ccc(CSc2nnc(-c3cccnc3)o2)cc1 | 2
CC1(C)CC(NC(=O)C(F)(F)F)CC(C)(C)N1OC(=O)c1ccco1 | -6
CO[C@H]1C[C@@H]2CC[C@@H](C)[C@@](O)(O2)C(=O)C(=O)N2CCCC[C@H]2C(=O)O[C@H]([C@H](C)C[C@@H]2CC[C@@H](O)[C@H](OC)C2)CC(=O)[C@H](C)C=C(C)[C@@H](O)[C@@H](OC)C(=O)[C@H](C)C[C@H](C)C=CC=CC=C1C | 4
CC1CCC(NC(=O)c2cc(-c3ccncc3)nc3ccccc23)CC1 (stereo unspecified) | -4
COc1cccc(C=Nc2oc(-c3ccccc3)c(-c3ccccc3)c2C#N)c1 | 0
O=C(CSc1nc2ccsc2c(=O)n1Cc1ccc(F)cc1)NCc1ccccc1 | -13
CC(=O)c1cccc(NC(=O)C2CCCN(S(=O)(=O)c3ccc(F)cc3)C2)c1 (stereo unspecified) | -2
CC(=O)c1cccc(NC(=O)Oc2ccccc2)c1 | 1
Cn1c(=O)cc(SCC(=O)N2CCN(Cc3ccc4c(c3)OCO4)CC2)c2ccccc21 | 1&-10
CC(C)(C)n1nnnc1C(c1cccs1)N(Cc1cccnc1)CC1CCCO1 (stereo unspecified) | -1
CCOC(=O)C1CCCN(Cc2cc(Br)ccc2OC)C1 (stereo unspecified) | 3
Cc1ccc2c(c1)N(CCCC(=O)NCC1COc3ccccc3O1)C(=O)CO2 (stereo unspecified) | -2&-1
O=C(Nc1nc(C23CC4CC(CC(C4)C2)C3)cs1)c1ccccc1 | -6
CCOC(=O)C1CCCN(C/C(O)=C(\C#N)c2nc(-c3ccc(Cl)cc3)cs2)C1 (stereo unspecified) | -3
O=C1NC(O)=NC1(c1ccccc1)c1ccccc1 | -10
O=C(Nc1ccc(Br)cc1)c1cc(S(=O)(=O)N2CCN(c3ccccc3F)CC2)ccc1F | 0
O=C1C2C3C=CC(C4CC34)C2C(=O)N1c1ccc(Br)cc1 (stereo unspecified) | -4
CCc1ccc(C(=O)CC2(O)C(=O)N(Cc3ccccc3)c3ccc(Br)cc32)cc1 (stereo unspecified) | -15
COc1ccc(OC)c(S(=O)(=O)N2CCN(C34CC5CC(CC(C5)C3)C4)CC2)c1 | 0&0
CCCc1cc(C(=O)NCC(C)C)no1 | -4
CC1CCCCN1C(=O)c1ccc(C(=O)N2CCCCC2C)cc1 (stereo unspecified) | -6&-5
O=C1CCC(Cc2ccccc2)N1 (stereo unspecified) | 3&-8
COc1ccc(N2CCN(CCNC(=O)CCCn3c(=O)[nH]c4cc(Cl)ccc4c3=O)CC2)cc1 | 1
O=C(CN1CCN(S(=O)(=O)c2cccc([N+](=O)[O-])c2)CC1)Nc1ccccc1F | 6
CCOC(=O)CSc1cc(C)nc(N)n1 | -3&7
CCOC(=O)C(C)Oc1ccc2c(C)c(Cc3ccccc3)c(=O)oc2c1C (stereo unspecified) | -8

# Assay outcomes from PubChem.
